CTSL1 counter: counter-screen for PFM18AAP inhibitors: inhibitors of F. hepatica cathepsin L1 | recombinant F. hepatica cathepsin L1, Z-Leu-Arg-MCA fluorescence | hit rate 0.49% among 300,000 | AID 1906 | inhibition, % at 5.96 µM;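 active = inhibition above the mean of all tested compounds plus 3 SD, set per screening campaign, cut at about 17% in these data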;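 also: 0% = plate median of test compound wells and 100% = 1 µM Z-Phe-Ala-diazomethylketone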
core dimer inh: blocks dimerization of HCV core protein; TR-FRET GST/Flag-core106 dimerization, 1536-well; inhibition, % at 5 µM; hit rate 0.33% among 300,000;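 active = inhibition above the mean of all tested compounds plus 3 SD, set per screening campaign, cut at about 45% in these data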
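Test system: GST/Flag-tagged HCV core106 proteins; Medium: KF-containing HEPES buffer, pH 7.45, DTT, CHAPS, BSA; Times: compound-protein-antibody incubation 4 h at 22.5 °C; Detection: TR-FRET 671 and 617 nm emission; Benchmarks: wells lacking GST-core106 and wells with excess unlabelled core106.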
PP1 counter: counter-screen for PP5 inhibitors: inhibitors of human PP1-alpha | inhibition, % at 6.7 µM | P62136 | hit rate 0.9% among 320,000 | purified PP1alpha, OMFP fluorescence | AID 2235;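 active = inhibition above the mean inhibition of all tested compounds plus 3 SD, computed separately for each screening campaign, cut at about 15% in these data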
JMJD2C inh: inhibitors of human GASC-1 (JMJD2C) demethylase. GST-JMJD2C(1-420) H3K9me3 demethylation, DELFIA europium. hit rate 0.069% among 330,000. Q9H3R0. AID 2099. inhibition, % at 2.35 µM;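 active = more than half of a compound's replicate wells show inhibition beyond 50%, single wells judged on their own value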;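 also: signal counts dimethyl H3K9 product captured on neutravidin plate; 0% = median of DMSO wells and 100% = 0.3 times that DMSO median; strong numbers were not always called active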
TPT1 inh: blocks Candida albicans tRNA 2'-phosphotransferase; recombinant caTPT1, FP RNA substrate dephosphorylation; hit rate 0.81% among 300,000; inhibition, % at 5 µM;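 active = inhibition above the mean of all tested compounds plus 3 SD, set per screening campaign, cut at about 24% in these data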;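 also: plate controls were DMSO alone for no effect and ferristatin control at 100 nM for full effect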
PREPL inhibitor: inhibits the human prolyl oligopeptidase-like enzyme. recombinant PREPL, fluorescence polarization activity-based probe. inhibition, % at 5.96 µM. hit rate 0.68% among 320,000. AID 2751; in the data active = inhibition above about 43%;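 also: 0% = enzyme with DMSO and 100% = wells lacking enzyme; many of its hits are not listed in these tables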
Efflux pump mplx: inhibitors of Candida antifungal efflux pumps expressed in yeast. S. cerevisiae Candida pump triplex, Nile Red efflux. inhibition, % at 10 µM. hit rate 0.44% among 330,000. AID 485275;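 active = plate passing quality check with inhibition over a set limit, or well fluorescence over plate mean plus 4 SD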;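 also: Nile Red retained in pooled yeast measured as flow cytometry median fluorescence; 0% = buffer negative control and 100% = Enniatin B positive control; higher means more Nile Red kept so more efflux inhibition; some compounds called inactive have numbers as strong as hits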
PP5 inh: blocks human protein phosphatase 5 activity; purified PP5c, OMFP substrate fluorescence; inhibition, % at 6.7 µM; AID 1987; hit rate 0.18% among 320,000; P53041;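 active = inhibition above the campaign's mean inhibition across all tested compounds plus 3 SD, cut at about 9.5% in these data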;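 also: 0% = DMSO only and 100% = 100 µM cantharidin control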
Target sequence (P53041 whole entry, looked up): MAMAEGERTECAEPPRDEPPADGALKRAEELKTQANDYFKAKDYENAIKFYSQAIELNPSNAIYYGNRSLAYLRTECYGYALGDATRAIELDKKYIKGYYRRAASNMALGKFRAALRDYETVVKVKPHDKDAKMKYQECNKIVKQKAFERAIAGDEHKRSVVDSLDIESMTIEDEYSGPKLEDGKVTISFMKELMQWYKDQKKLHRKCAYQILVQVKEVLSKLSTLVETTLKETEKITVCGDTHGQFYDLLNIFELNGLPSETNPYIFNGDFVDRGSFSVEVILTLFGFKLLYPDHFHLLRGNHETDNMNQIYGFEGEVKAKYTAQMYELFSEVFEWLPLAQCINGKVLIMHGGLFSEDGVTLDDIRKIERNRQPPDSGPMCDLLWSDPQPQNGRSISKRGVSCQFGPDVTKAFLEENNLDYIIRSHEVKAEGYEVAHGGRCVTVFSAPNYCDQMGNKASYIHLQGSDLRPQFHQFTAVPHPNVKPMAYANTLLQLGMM
LYPLA2 counter: counter-screen for PME1 inhibitors: inhibitors of human LYPLA2; recombinant LYPLA2, FP-Rh probe fluorescence polarization; hit rate 0.38% among 320,000; O95372; inhibition, % at 5.9 µM;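 active = inhibition above the screen-wide mean plus 3 SD, limit set per campaign, cut at about 26% in these data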;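 also: 0% = LYPLA2 with DMSO and 100% = wells lacking LYPLA2 enzyme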
Target sequence (O95372 whole entry, looked up): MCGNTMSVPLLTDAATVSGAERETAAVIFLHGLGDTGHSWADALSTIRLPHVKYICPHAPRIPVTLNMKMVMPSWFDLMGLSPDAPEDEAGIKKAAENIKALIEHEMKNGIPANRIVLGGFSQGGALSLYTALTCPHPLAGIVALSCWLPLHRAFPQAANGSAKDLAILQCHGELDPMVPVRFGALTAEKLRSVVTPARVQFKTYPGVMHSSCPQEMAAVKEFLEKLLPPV
* hit, by the source's call; · = no result given.

Below each SMILES: CTSL1 counter	core dimer inh	PP1 counter	JMJD2C inh	TPT1 inh	PREPL inhibitor	Efflux pump mplx	PP5 inh	LYPLA2 counter
1) Cc1ccc2oc(C(=O)NCc3ncc(C)[nH]3)c(C)c2c1
  -5	4	-3	-2	2	-2	0.2	1.3	1
2) O=C(CN1C(=O)c2ccc([N+](=O)[O-])cc2C1=O)NCc1ccco1
  -3	1	-1	2	3	-6	0.2	0.9	-5
3) O=S(=O)(Nc1nc(SCc2ccc(Cl)cc2)n[nH]1)c1ccc(F)cc1
  6	-2	1	-1	-3	-12	0.0	3.3	-3
4) CCCCNC(=O)CC(C(=O)N1CCc2ccccc21)n1ccnc1 (configuration not stated)
  5	-2	-3	27	1	7	-0.2	0.0	8
5) CC1(C)Cc2ccccc2-c2nc(CN3CCOCC3)[nH]c(=O)c21
  -2	-10	-1	7	1	-11	0.1	0.2	1
6) CCCn1cc(S(=O)(=O)CC(=O)NC2CCCCC2)c2ccccc21
  -1	-2	-4	2	-5	9	0.0	-0.9	3
7) CC(Oc1ccc(Cl)cc1Cl)C(=O)NC1CCSC1=O (configuration not stated)
  1	6	-1	0	-1	-4	0.0	-0.6	7
8) Cn1sc(NC(=O)c2ccc(Cl)cc2)nc1=O
  1	6	1	-7	3	4	-0.1	2.8	5
9) CCOC(=O)C1CCN(S(=O)(=O)c2ccc(Cl)s2)CC1
  2	5	1	5	0	1	0.0	1.4	4
10) CC1CCc2c(sc(NC(=O)COC(=O)c3ccc(NC(=O)CC#N)cc3)c2C#N)C1 (configuration not stated)
  0	18	0	-4	9	-10	0.1	-1.2	-47
11) C#CCOC(=O)/C(=C/C=C/c1ccccc1)NC(=O)c1ccccc1
  8	6	-3	7	1	-16	-0.1	-0.1	-4
12) COc1cccc(OC)c1C(=O)N1CCN(Cc2ccccc2C)CC1
  -1	-6	-3	75	0	8	0.1	2.6	0
13) CCC1=C(c2ccc(C)cc2)S(=O)(=O)N=C1N1CCC(C(=O)NCCCN2CCCCC2C)CC1 (configuration not stated)
  2	-1	-2	-12	2	2	-0.1	0.2	-4
14) CC(Sc1nnc(-c2cccs2)n1N)C(=O)NCC1CCCO1 (configuration not stated)
  1	-4	3	-4	4	19	-0.2	-2.3	-4
15) O=C(Nc1ccc(Cl)c(Cl)c1)OCc1cnc(Cl)s1
  2	-5	4	-5	-5	8	-0.1	4.1	-7
16) O=C(CSc1nnc(Cc2csc(Nc3cccc(Cl)c3)n2)o1)N1CCc2ccccc21
  -3	33	6	-1	2	19	0.2	6.5	-9
17) CCC(CC)C(=O)c1c[nH]c(C(=O)NCCCn2ccnc2)c1
  -5	4	1	12	2	-2	0.0	1.2	1
18) COc1ccc(-c2nsc(SCC(=O)NCc3ccc4c(c3)OCO4)n2)cc1
  -1	-3	-1	5	-2	5	0.1	4.9	0
19) COc1ccc(NC(=O)C(C)(C)Oc2ccc(Cl)cc2)cn1
  ·	·	-3	1	·	1	-0.3	0.5	7
20) O=C(O)C1CCCCC1C(=O)NCc1ccc2c(c1)OCO2 (configuration not stated)
  2	15	-2	-5	-3	7	0.1	1.2	-4
21) CCN=C1S/C(=C/c2ccc(-c3ccc(F)cc3)o2)C(=O)N1CC
  18*	-2	2	3	3	19	-0.2	1.8	2
22) COc1ccc2cc(C)c3nnc(SCC(=O)Nc4cc(OC)c(OC)cc4C(=O)O)n3c2c1
  -4	-3	-10	57	3	4	0.2	-1.0	-7
23) COc1ccc(C(CNC(=O)COc2ccccc2)N2CCOCC2)cc1 (configuration not stated)
  0	-2	-3	-4	0	-8	0.0	-0.9	5
24) CCOc1cc(S(=O)(=O)NCc2ccco2)c(OCC)cc1-n1cnnn1
  4	-9	0	1	1	10	0.0	1.7	-1
25) COC(=O)c1ccccc1-n1c(CCC(=O)O)ccc1-c1ccc(F)cc1
  1	3	-2	-11	-2	4	0.0	-1.1	-5
26) N#Cc1c(NC(=O)c2ccccc2Cl)n(Cc2ccccc2)c2nc3ccccc3nc12
  2	20	22*	13	17	12	-0.5	5.6	-6
27) CCn1c(SCC(=O)Nc2ccccc2Br)nnc1-c1cnccn1
  -5	-1	-2	-13	1	4	-0.4	0.0	6
28) O=C(NCc1cccs1)c1ccccc1C(=O)NCc1cccs1
  -3	-1	-2	0	-2	3	-0.1	1.4	6
29) CCC1(C)N=C(c2ccc3c(c2)OCO3)CC(c2ccccc2O)N1 (configuration not stated)
  -1	10	-1	-1	6	-9	-0.1	-0.5	-8
30) Cc1cc(C2N=C(N)Nc3nc4ccccc4n32)c(C)n1-c1ccccc1Cl (configuration not stated)
  0	-2	7	4	-1	-69	-0.2	3.0	11

Next compounds follow:
Below each SMILES: CTSL1 counter	core dimer inh	PP1 counter	JMJD2C inh	TPT1 inh	PREPL inhibitor	Efflux pump mplx	PP5 inh	LYPLA2 counter
31) Cc1ccc(S(=O)(=O)N2CCCCC2)cc1NC(=O)c1ccc2c(=O)n3c(nc2c1)CCCCC3
  -3	8	2	10	0	2	0.0	0.7	0
32) O=C(Nc1ccncc1)c1cc2ccccc2cc1O
  -1	-5	-2	0	-2	7	-0.1	-0.3	-5
33) OCCC1CN(Cc2cccn2-c2nccs2)CCN1CCc1ccccc1 (configuration not stated)
  -1	-1	-3	-4	-3	4	0.1	1.0	-1
34) CC12CC(c3ccccc3O1)N(C(=O)c1ccco1)C(=O)N2c1ccccc1 (configuration not stated)
  -3	2	-3	-3	-8	-4	0.2	1.9	-1
35) CCCCN(C(=O)c1cccc(-n2cccc2)c1)c1c(N)n(CCCC)c(=O)[nH]c1=O
  8	34	2	3	2	2	0.0	-3.4	-10
36) CCC(Sc1ccccc1C(=O)O)C(=O)O (configuration not stated)
  5	-1	1	2	2	1	-0.2	-1.1	4
37) CC(C)c1ccc(NC(=O)COC(=O)/C=C/c2cccc(Br)c2)cc1
  -1	13	2	-12	1	0	0.0	-2.6	-6
38) COc1ccc(C(=O)C2CCN(C(=S)Nc3ccc(F)cc3)CC2)cc1
  0	-4	0	16	-1	13	0.2	3.8	8
39) COc1cc2c(-c3ccc4cc[nH]c4c3)c(-c3ccc(C#N)cc3)oc(=O)c2cc1OC
  ·	·	9	-10	·	16	0.0	3.3	-12
40) COCCNC(=O)C(C)Oc1ccccc1 (configuration not stated)
  -2	-5	1	-16	-2	7	0.0	0.8	4
41) O=C(CNS(=O)(=O)c1ccccc1F)Nc1ccc(N2CCOCC2)cc1
  -2	-7	-1	37	0	8	0.1	1.6	5
42) CCOC(=O)CNS(=O)(=O)CCN1C(=O)c2ccccc2C1=O
  -4	2	-3	0	-2	5	0.0	1.0	4
43) Fc1ccccc1-c1[nH]ncc1-c1nnnn1-c1ccccc1
  -2	-3	-2	11	2	5	0.1	3.9	-4
44) Cc1ccc(C)c(C(C)NC(=O)c2ccncc2)c1 (configuration not stated)
  -4	4	-3	5	2	5	0.1	0.2	0
45) N#C/C(=C(/O)CSc1ccccc1C(=O)O)c1nc2ccccc2s1
  5	-2	14	-7	5	5	-0.1	-0.3	11
46) CCN(CC)CCNC(=O)c1cn(C)c2ccc(S(=O)(=O)N(C)C3CCCCC3)cc2c1=O
  0	0	-6	-6	0	6	0.0	1.1	1
47) CCCC(C)C(=O)Nc1ccc(S(=O)(=O)Nc2nccc(C)n2)cc1 (configuration not stated)
  2	0	-4	-14	0	13	0.2	-0.9	-3
48) CCOC(=O)COc1ccc(Br)cc1/C=C\c1[nH]c(=O)[nH]c(=O)c1[N+](=O)[O-]
  0	3	5	3	-2	3	-1.8	-1.0	6
49) Cc1ccccc1/C=C\c1nc(O)c([N+](=O)[O-])c(=O)[nH]1
  -3	12	-4	-16	-6	-2	-0.1	-1.4	-1
50) CC(C)Nc1nc(Cl)nc(NCCOc2ccccc2)n1
  -1	-6	4	-4	0	11	-0.1	5.3	8
51) CCOC(=O)C1=C(N)OC2=C(C(=O)CCC2)C1c1ccc(C)s1 (configuration not stated)
  0	-3	-6	13	-3	-2	-0.1	-1.6	-3
52) COC(=O)[C@@]1(Cc2ccccc2)[C@H]2c3cc(C(=O)N4CCCC4)n(Cc4ccsc4Br)c3C[C@H]2CN1C(=O)c1ccccc1
  1	6	0	-2	2	7	-0.1	2.7	-2
53) Cc1ccc(-n2nnnc2SCC(=O)N2c3ccccc3NC(=O)C2(C)C)cc1
  -4	2	3	-1	2	6	0.0	-0.7	-2
54) Cc1ccc2[nH]c(=O)c(COC(=O)c3cccs3)cc2c1
  -2	19	1	-5	1	-5	0.0	-1.2	-29
55) Cc1nnc(SCC(=O)Nc2c(Cl)cccc2Cl)[nH]c1=O
  1	13	1	7	0	-2	-0.1	-3.4	-4
56) Cc1cccc(OCc2n[nH]c(=S)n2-c2ccccc2)c1
  -1	7	0	-8	1	0	0.0	-0.1	-8
57) CCOC(=O)Cc1csc(NC(=O)CCc2ccc(S(=O)(=O)N3CCOCC3)cc2)n1
  -3	-2	-2	-7	2	10	0.0	-1.0	-3
58) Cc1cccc(NC(=O)c2cc(NC(=O)CCCC(=O)O)ccc2Cl)n1
  4	-2	-3	3	1	9	0.4	0.7	1
59) Cc1nn(-c2cccc(C(=O)O)c2)c(C)c1Oc1ccccc1O
  0	-1	-1	31	-4	-7	-0.2	-0.1	4
60) O=C(NC(=Nc1nc2ccccc2o1)NC(=O)c1ccccc1)c1ccccc1
  0	8	3	-2	2	0	1.2*	3.6	6
61) Cc1ccc(-c2nc3ccccc3c(=O)n2NC(=O)COc2ccccc2)cc1
  0	-4	-5	1	1	-13	0.1	-1.4	-2
62) CCCCCCCCC(=O)NNC(=O)c1c(O)c2ccccc2n(CCC)c1=O
  -2	5	-1	3	-3	1	0.0	-0.4	4

Screens: PubChem, several laboratories

The list is partial (hit frequency here may not be typical).
